Screens deposited in PubChem by National Center for Advancing Translational Sciences (NCATS).
p53 reactivator: qHTS assay for re-activators of p53 using a Luc reporter. H1299 p53-A138V BP100-luciferase reporter, luminescence, 24 h. Potency, µM (top dose mostly 92.2 µM), without a hit: at the top dose activity change, positive = activation, actives largely listed as activators. 0.063% of 320,000 active. AID 504706, 2011; further: potency means the concentration at half of the fitted maximal effect; % of control where 0% means no effect; nearly all actives have a fitted effect of over 45% in size
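H1299 (p53-null), stable ts p53-A138V + BP100-Luc; 1000 cells/well, Opti-MEM/10% FBS; cpd 4 pt, 1:5; 24 h, 37 deg C, 5% CO2; detection reagent 10 min RT; luminescence.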
TRPV1 agonist: HTS Assay for Compounds that Act as Agonists of the Vanilloid Receptor 1 | Transient receptor potential cation channel subfamily V member 1 (Homo sapiens), Q8NER1 | TRPV1-expressing cells, Fluo-8 calcium influx, agonist mode | activation, % at 8.33 µM | 0.19% of 320,000 active; in the data active means activation above about 80%; inconclusive means between about 30% and that limit; further: 0% is about no effect
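Fluo-8 calcium influx in TRPV1-expressing cells, kinetic read (ex 480/em 520 nm). Compound added and read 3 min for agonist activity, followed by capsaicin at EC20 final and 2 min further read for enhancement.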
MLL CXXC-DNA inh: qHTS Fluorescence Polarization Assay for Inhibitors of MLL CXXC domain - DNA interaction | Histone-lysine N-methyltransferase 2A (Homo sapiens), Q03164 | MLL-CXXC / FITC-HOXA9 DNA fluorescence polarization | Potency, µM (highest dose often 115 µM), without a hit: at the highest dose activity change, negative = inhibition, actives largely listed as inhibitors | 0.037% of 290,000 active | AID 2662, 2010; active means well fitted inhibition curve with a large enough effect in the polarisation, with a control signal flat, not every such curve was filed as active; inconclusive means small, poorly fitted or top-dose-only effect, or effect the other way, or a change in a side signal; inactive means no such curve, though single readings can be large or run the other way; the % refers to the polarisation; further: potency means the concentration at half of the fitted maximal effect
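Fluorescence polarization: 7 uM MLL-CXXC (stock) preincubated 5 min with compounds, then 50 nM fluorescein-HOX-A9 DNA (stock) added; 30 min ambient. Buffer 50 mM Tris-HCl pH 7.5, 50 mM NaCl, 1 mM DTT, 0.05% BSA.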
TCR activator: Activators of T cell receptors: qHTS campaign. primary human leukocytes, anti-CD3, IL-2 HTRF, 48 h. AID 504894, 2011. 330,000 tested, under 10 active. Potency, µM (doses to about 9.22 µM), for inactives: top-dose activation of IL-2 secretion, most hits filed as activators; further: % of control where 0% means no effect
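IL-2 release read by HTRF sandwich (Eu cryptate donor, d2 acceptor, 665 nm emission) after 48 hr exposure of primary human leukocytes to compound together with anti-CD3 beads in the absence of co-stimulatory signals.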
Integrin act MD: qHTS for Activators of Integrin-Mediated Alleviation for Muscular Dystrophy; 0.064% of 350,000 active; Potency, µM (highest dose often 38.3 µM), for the others: at the top dose activation, hits mostly activators; alpha7betagal myoblasts, beta-gal FDG fluorescence, 48 h;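 further: potency means the concentration at half of the fitted maximal effect; 100% = response of the positive control SU9516; nearly all actives have a fitted effect of over 60% in size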
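alpha7betagal+/- myoblasts (passage 13, 250/well) treated 48 h at 37C with compounds at 1:260 dilution of DMSO stock. Lysed, then beta-galactosidase activity read as FDG fluorescence (ex 480/em 540) after 30 min, with pre-read for autofluorescence.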
A-T KAP1 phos: qHTS Assay for Identifying a Potential Treatment of Ataxia-Telangiectasia | […] A-T fibroblasts, KAP-1 phosphorylation AlphaLISA; neocarzinostatin DNA damage 30 min before lysis | Potency, µM (titrated, usually from 57.5 µM), for the others: top-dose activation, most hits filed as activators | 0.19% of 320,000 active | AID 485349, 2010; further: potency means the concentration at half of the fitted maximal effect; % of control where 0% means no effect; nearly all actives have a fitted effect of over 45% in size
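ATM-like activity read as KAP-1 phosphorylation via AlphaLISA donor/acceptor antibody pairs after lysis and 6 hr at 25C. Cells were ATM-null patient fibroblasts ([…], hTERT), dosed 60 min, then exposed to the DSB inducer NCS for 30 min.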
B2AR arrestin: qHTS assay of beta-arrestin-biased ligands of beta2-adrenergic receptor; 0.02% of 330,000 active; beta-arrestin recruitment to beta2AR, cell-based reporter; Beta-2 adrenergic receptor (Homo sapiens), P07550; Potency, µM (top dose mostly 46.1 µM), for inactives: top-dose activation, most hits filed as activators;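 further: potency means the concentration at half of the fitted maximal effect; 0% = DMSO controls and full agonism = EC100 isoproterenol or metaproterenol; nearly all actives have a fitted effect of over 65% in size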
Target sequence (P07550 whole entry, looked up): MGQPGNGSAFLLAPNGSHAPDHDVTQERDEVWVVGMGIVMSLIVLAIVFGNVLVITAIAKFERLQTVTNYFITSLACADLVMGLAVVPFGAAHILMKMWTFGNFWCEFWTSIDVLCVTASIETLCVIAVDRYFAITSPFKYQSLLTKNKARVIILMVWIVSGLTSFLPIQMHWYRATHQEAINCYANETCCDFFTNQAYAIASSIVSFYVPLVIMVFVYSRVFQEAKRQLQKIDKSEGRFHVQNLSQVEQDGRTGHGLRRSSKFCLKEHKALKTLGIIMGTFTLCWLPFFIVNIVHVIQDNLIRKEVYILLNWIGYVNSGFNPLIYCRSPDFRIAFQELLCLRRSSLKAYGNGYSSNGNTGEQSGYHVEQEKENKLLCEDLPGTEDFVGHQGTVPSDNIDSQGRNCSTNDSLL
ELG1 DNA repair: qHTS screen for small molecules that inhibit ELG1-dependent DNA repair in human embryonic kidney (HEK293T) cells expressing luciferase-tagged ELG1 | HEK293T ELG1-luciferase reporter, luminescence, 16 h; DNA damage induced by 5-fluorouridine | Potency, µM (series often up to 46.1 µM), for the others: at the highest dose activity change, negative = inhibition, most hits filed as inhibitors | 2.3% of 330,000 active | AID 504467, 2011; further: potency means the concentration at half of the fitted maximal effect; on the % scale 0 is the no-effect control and ±100 the full control effect; nearly all actives have a fitted effect of over 55% in size
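Step one: seed 2,000 cells per well. Step two: pin-transfer compound or DMSO alongside 5-fluorouridine. Step three: incubate 16 hr, 37 °C, 5% CO2. Step four: add ONE-Glo, wait 30 min, read luminescence.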
PTAP TSG101 blk: qHTS Assay for Iinhibitors of HIV-1 Budding by Blocking the Interaction of PTAP/TSG101. Tumor susceptibility gene 101 protein (Homo sapiens), Q99816. Fluorescence polarization, FITC-PTAP peptide / Tsg101 binding. Potency, µM (titrated, usually from 115 µM), for the others: at the highest dose activity change, negative = inhibition, usual class: inhibitors. 340,000 tested, under 10 active. AID 493005, 2010; active means well fitted inhibition curve with a large enough effect in the main read-out, with a control signal flat, not every such curve was filed as active; inconclusive means small, poorly fitted or top-dose-only effect, or effect the other way, or a change in a side signal; inactive means no such curve, though single readings can be large or run the other way; further: potency means the concentration at half of the fitted maximal effect; % of control where 0% means no effect
Target sequence (Q99816 whole entry, looked up): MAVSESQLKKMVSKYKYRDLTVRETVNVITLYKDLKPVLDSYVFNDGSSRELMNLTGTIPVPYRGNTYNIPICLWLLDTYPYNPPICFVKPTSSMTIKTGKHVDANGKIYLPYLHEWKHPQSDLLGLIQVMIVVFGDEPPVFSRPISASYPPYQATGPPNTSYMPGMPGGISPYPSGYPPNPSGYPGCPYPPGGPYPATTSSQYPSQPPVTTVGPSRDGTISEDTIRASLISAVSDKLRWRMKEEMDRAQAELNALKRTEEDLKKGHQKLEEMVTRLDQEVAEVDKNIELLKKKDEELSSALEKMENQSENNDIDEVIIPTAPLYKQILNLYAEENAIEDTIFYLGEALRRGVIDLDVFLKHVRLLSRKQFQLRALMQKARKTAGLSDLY
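Steps: Tsg101 binding domain dispensed (10 uM final), compounds pinned in DMSO, FITC-labeled PTAP-motif peptide added (50 nM final); after 20 min binding at room temperature, polarization measured.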
BRCA1 expr act: qHTS Assay to Identify Small Molecule Activators of BRCA1 Expression; MCF7-BRCA1-FFLuc reporter, luminescence, 48 h; response scale: scaled: vehicle 0%, 10 µM genistein 100%; Potency, µM (doses to about 46.1 µM), inactives show at the top dose activation, most hits filed as activators; 1.1% of 380,000 active; further: potency means the concentration at half of the fitted maximal effect; nearly all actives have a fitted effect of over 80% in size; some results filed as inactive show a strong effect at the top dose
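Using MCF7 cells harboring a BRCA1 firefly luciferase reporter, plated 2 h before compound pinning, the screen measured luminescence after 48 h incubation. Responses were normalized to DMSO and 10 microM genistein, then fitted for concentration-effect.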
Active calls of the source: *; ? = inconclusive; / = no result given; [ ] = another dose, or the depositor's remark. Unless noted, the call rests on the fitted dose curve; in most records, active means well fitted curve in the direction sought with a large enough effect; inconclusive means small, poorly fitted or top-dose-only effect, or another doubt; inactive means no such curve, though single readings can be large; an effect the other way counts as inactive or inconclusive. An unsorted share of the library; overall some 3.8% were active at least once.

SMILES	p53 reactivator	TRPV1 agonist	MLL CXXC-DNA inh	TCR activator	Integrin act MD	A-T KAP1 phos	B2AR arrestin	ELG1 DNA repair	PTAP TSG101 blk	BRCA1 expr act
Cc1ccc(-c2nnc(Nc3ccccc3)c3ccccc23)cc1S(=O)(=O)NCC1CCCO1 (stereo not given)	3%	4	4%	3%	15%[7.66 µM]	-1%	-0.7%	21µM*	-6%	-57%
COc1ccc(-c2ccc3c(c2)S(=O)(=O)c2cccc(C(=O)NCc4ccccc4Cl)c2C3=O)cc1OC	-10%	2	/	10%	5%	2%	0.0%	?	0%	0%
COc1ccc(C2(CNC(=O)CCC(=O)O)CCCC2)cc1	-4%	2	-3%	-4%	-6%	5%	-0.2%	15%	-1%	13%
CC(=C\c1ccccc1)/C=C1/SC(=S)N(CCC(=O)O)C1=O	-10%	2	-7%	4%	?	-7%	-0.9%	?	-10%	0%
CCOC(=O)c1nn(-c2sc(C(=O)OC)c(C)c2C(=O)OC)cc1O	?	2	16%	14%	1%	-7%	-0.5%	?	-8%	-4%
CCc1cccc(N(CC(=O)NCc2ccc(F)cc2)C(=O)c2csnn2)c1	-2%	-3	7%	0%	5%	-1%	0.0%	-7%	-2%	-28%
O=C(Nc1ccccc1N1CCCCC1)c1cccc([N+](=O)[O-])c1	1%	-9	15%	-2%	10%	7%	0.2%	-19%	0%	-44%
CCC(=O)N1N=C(c2ccc(Cl)cc2)CC1c1ccco1 (stereo not given)	-3%	/	34%[activator]	1%	13%	-2%	-0.3%	1%	-1%	3%
CCc1ccccc1OCC(=O)N(CC)CC(=O)NCc1ccc(F)cc1	1%	2	0%	3%[46.1 µM]	-3%	3%	-0.5%	1%	0%	-7%
COC(=O)c1ccc(C2CC(=O)NC3=C2C(=O)CCC3)cc1 (stereo not given)	-8%	4	3%	-6%	-5%	/	0.2%	24%	-6%	0%

Given bar-delimited: entries from further up.
SMILES | p53 reactivator | TRPV1 agonist | MLL CXXC-DNA inh | TCR activator | Integrin act MD | A-T KAP1 phos | B2AR arrestin | ELG1 DNA repair | PTAP TSG101 blk | BRCA1 expr act
O=C(Nc1ccccc1N1CCCCC1)c1cccc([N+](=O)[O-])c1 | 1% | -9 | 15% | -2% | 10% | 7% | 0.2% | -19% | 0% | -44%
CC(=C\c1ccccc1)/C=C1/SC(=S)N(CCC(=O)O)C1=O | -10% | 2 | -7% | 4% | ? | -7% | -0.9% | ? | -10% | 0%

Back to the main list; the three compounds before the break are reprinted first.
SMILES	p53 reactivator	TRPV1 agonist	MLL CXXC-DNA inh	TCR activator	Integrin act MD	A-T KAP1 phos	B2AR arrestin	ELG1 DNA repair	PTAP TSG101 blk	BRCA1 expr act
CCC(=O)N1N=C(c2ccc(Cl)cc2)CC1c1ccco1 (stereo not given)	-3%	/	34%[activator]	1%	13%	-2%	-0.3%	1%	-1%	3%
CCc1ccccc1OCC(=O)N(CC)CC(=O)NCc1ccc(F)cc1	1%	2	0%	3%[46.1 µM]	-3%	3%	-0.5%	1%	0%	-7%
COC(=O)c1ccc(C2CC(=O)NC3=C2C(=O)CCC3)cc1 (stereo not given)	-8%	4	3%	-6%	-5%	/	0.2%	24%	-6%	0%
O=Cc1cn(-c2ccccc2)nc1-c1ccccc1	/	?	-10%	-7%	-43%	-5%	-0.4%	?	-2%	55%
O=C(c1ccccc1NS(=O)(=O)c1ccccc1[N+](=O)[O-])N1CCCC1	3%	8	4%	8%	3%	15%	-0.5%	-8%	-2%	1%
CCOc1ccc(/C=N/NC(=O)CN2CCSCC2)cc1	?	-1	-7%	-3%[46.1 µM]	13%	-1%	-0.1%	?	-1%	-31%
COC(=O)CN(C#N)c1nc(C)cc(C)n1	-9%	-1	19%	-6%[46.1 µM]	-21%	2%	-0.6%	5%	-3%	1%
O=C(CCN1C(=O)c2ccccc2C1=O)Nc1ccc(-c2nc3ccccc3o2)cc1	2%	-7	25%	-6%	28%	3%	0.0%	?	1%	78%
COC(=O)c1ccccc1NC(=O)CSc1ccccn1	-14%	7	-8%	2%	-2%	6%	-0.8%	?	-2%	1%
COc1ccc(CCNC(=O)C2CCCN(Cc3nc(-c4ccccc4C)oc3C)C2)cc1OC (stereo not given)	-2%	4	0%	-16%	-20%	-1%	0.4%	?	-3%	-1%
Cc1csc(NC(=O)c2c(-c3c(Cl)cccc3Cl)noc2C)n1	9%	1	6%	-2%	13%	1%	0.2%	-19%	0%	-44%
Cc1ccccc1-n1c(SCC(=O)c2cc(C)n(C)c2C)nnc1-c1cccnc1	-2%	-6	13%	2%	-1%	/	-0.3%	?	-10%	-17%
Cc1cc(-c2ccco2)c(C#N)c2nc3ccccc3n12	13%	-5	?	-5%	-2%	-1%	0.1%	9%	?	2.8µM*
Cc1cc(C(=O)NC2CCCCC2)on1	-2%	4	-22%	-3%	13%	-3%	-0.9%	4%	0%	7%
CC(=O)N/C(=C/c1ccccc1)c1ccccc1	?	2	/	8%	-17%	5%	-0.8%	?	-4%	-6%
CN1c2ccccc2C(=O)/C(=C\Nc2ccc(F)cc2F)S1(=O)=O	3%	10	3%	-3%	4%	-8%	-0.1%	3%	0%	-11%
Cc1cc(C(=O)NC2CC(C)(C)Cc3c2cnn3-c2cccc(F)c2)n(C)n1 (stereo not given)	0%	?	1%	-7%	-16%	2%	0.3%	-2%	-5%	-39%
CN(C(=O)c1cncc(Br)c1)c1c(N)n(Cc2ccccc2)c(=O)[nH]c1=O	-4%	0	/	3%	-16%	0%	-0.1%	0%	-4%	8%
Cc1ccc(N2CC(C(=O)Nc3ccccn3)CC2=O)cc1 (stereo not given)	8%	21	3%	2%	1%	-3%	-0.2%	-18%	-9%	0%
N/C(=N\OS(=O)(=O)c1ccccc1)c1cccnc1	-6%	-4	3%	9%[46.1 µM]	12%	6%	-0.8%	?	-5%	-18%
CC(C)C(OC(=O)c1ccc(Cl)nc1)C(=O)NC1CCCCC1 (stereo not given)	13%	-1	1%	-1%	?	7%	0.6%	-6%	-3%	-20%
N#CCCN(Cc1ccccc1)C(=O)c1nccnc1C(=O)O	18%	1	3%	4%	?	-7%	0.0%	11%	0%	-7%
CCCc1nc(SCc2cccnc2)c2c(=O)n(C)c(=O)n(C)c2n1	-3%	10	10%	-5%	2%	9%	0.2%	16µM*	-4%	0%
CC(CN1CCOCC1)OC(=O)/C=C/c1ccccc1 (stereo not given)	3%	8	9%	-1%	31%	2%	-0.5%	?	0%	41%
CC(NC(=O)c1ccc(Br)s1)C1CCCO1 (stereo not given)	-3%	17	4%	1%	4%	-1%	0.3%	5%	-4%	11%
CC1CCCN(C(=O)CN(C)S(=O)(=O)c2cccc3nsnc23)C1 (stereo not given)	-4%	2	-4%	5%	19%	6%	-0.1%	0%	-6%	-29%
O=C(NCC(c1cccs1)N1CCOCC1)c1cc(S(=O)(=O)N2CCOCC2)ccc1F (stereo not given)	-11%	5	/	-5%	-1%	5%	-0.1%	-7%	-2%	-7%
COc1ccc(OC)c(NC(=O)Cn2c(C)nc3ccccc3c2=O)c1	8%	13	-5%	-4%	2%	5%	-0.7%	?	-1%	-1%
CC1CCN(CC(=O)Nc2cc(C(F)(F)F)ccc2Cl)CC1	4%	11	5%	3%	23%	7%	-0.9%	3%	2%	4%
CCOc1ccc(OCC)c(S(=O)(=O)N2CCCCC2)c1	-6%	4	-7%	-4%	-3%[7.66 µM]	2%	-1.0%	0%	-1%	-32%
C=CCNCCOCCOc1ccc(C)cc1Br	2%	-4	0%	3%[46.1 µM]	-42%	1%	0.0%	17%	-4%	0%
O=C(COC(=O)CNS(=O)(=O)/C=C/c1ccccc1)Nc1cccc2ccccc12	-7%	1	-1%	1%	?	4%	0.1%	8%	3%	-17%
Cc1ccc(-c2cc(C(F)F)n3ncc(C(=O)N4CCCc5ccccc54)c3n2)cc1	4%	?	5%	-7%[46.1 µM]	25%	-4%	0.0%	-28%	0%	-31%
